# From PubChem BioAssay
# PfG6PD inh: PfG6PD enzyme inhibitors, primary screen, biochemical, fluorescence intensity, uHTS. inhibition, % at 20 µM. PfGluPho enzyme, NADPH resazurin-diaphorase fluorescence. 350,000 tested, 0.78% active. glucose-6-phosphate dehydrogenase-6-phosphogluconolactonase (Plasmodium falciparum 3D7). AID 504690, 2011;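 active means inhibition reaching at least a set limit at 20 µM in the primary screen, cut at about 59% in these data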;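 further: 0% = DMSO wells with substrate and 100% = DMSO wells lacking glucose-6-phosphate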
# SENP6 block: SENP6 protease inhibitors, primary screen, biochemical, luminescence, uHTS. Recombinant SENP6 catalytic domain, aminoluciferin luminescence. AID 2599, 2010. inhibition, % at 10 µM. Sentrin-specific protease 6 (Homo sapiens), Q9GZR1. 330,000 tested, 1.8% active;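 active means inhibition above about 50% at the single tested dose, limit read from the data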;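 further: plate controls were DMSO wells with enzyme for no effect and DMSO wells lacking enzyme for full effect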
# Target sequence (Q9GZR1 628-1112 limits assumed): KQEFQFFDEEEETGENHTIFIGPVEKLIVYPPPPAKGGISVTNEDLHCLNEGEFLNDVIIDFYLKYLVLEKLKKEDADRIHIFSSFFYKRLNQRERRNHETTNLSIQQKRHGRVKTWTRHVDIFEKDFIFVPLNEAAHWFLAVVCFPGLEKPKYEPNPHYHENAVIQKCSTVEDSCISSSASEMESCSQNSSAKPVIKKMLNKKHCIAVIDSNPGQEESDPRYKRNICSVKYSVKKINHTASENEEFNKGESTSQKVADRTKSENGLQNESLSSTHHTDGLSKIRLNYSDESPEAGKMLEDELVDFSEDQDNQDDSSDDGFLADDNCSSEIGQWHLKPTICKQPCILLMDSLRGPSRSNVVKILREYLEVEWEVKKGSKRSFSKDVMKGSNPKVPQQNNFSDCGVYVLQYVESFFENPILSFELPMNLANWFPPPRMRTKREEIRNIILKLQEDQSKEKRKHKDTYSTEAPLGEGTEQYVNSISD
# ATG4B inh: ATG4B protease inhibitors, primary screen, biochemical, fluorescence, uHTS; Cysteine protease ATG4B (Homo sapiens), Q9Y4P1; ATG4B cleavage of LC3-PLA2, NBD-HPC fluorescence, 1 h; inhibition, % at 8.33 µM; 340,000 tested, 0.51% active; AID 504462, 2011; in the data active means inhibition above about 40%
# MPTP inh: mitochondrial permeability transition pore inhibitors, primary screen, biochemical, isolated mouse mitochondria, absorbance | Ca2+ swelling absorbance, 30 min | inhibition, % at 10 µM | 360,000 tested, 1.4% active;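 active means inhibition of 50% or more, scaled per plate between neutral and stimulator controls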;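 further: 0% = DMSO wells given calcium and 100% = 1 mM EGTA wells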
# SENP8 block: human SENP8 protease inhibitors, primary screen, biochemical, fluorescence, Nedd8 protein substrate, uHTS. inhibition, % at 20 µM. AID 602440, 2012. recombinant SENP8. 360,000 tested, 0.64% active; in the data active means inhibition mostly above about 40%, no sharp cut-off; inactive means mostly below about 27%
# SENP7 inh: SENP7 protease inhibitors, primary screen, biochemical, luminescence, uHTS. Sentrin-specific protease 7 (Homo sapiens), Q9BQF6. recombinant SENP7, Z-RLRGG-aminoluciferin luminescence, 40 min. inhibition, % at 5 µM. 330,000 tested, 1.5% active. AID 434973, 2010;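 active means inhibition above about 50% at the single test dose, limit read from the data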;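 further: plate controls were DMSO with enzyme for no effect and no enzyme buffer wells for full effect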
# HKDC1 inhibitor: HKDC1 hexokinase inhibitors, primary screen, biochemical, fluorescence, uHTS; Q2TB90; recombinant HKDC1, G6PDH/diaphorase resazurin coupled fluorescence; 340,000 tested, 0.16% active; inhibition, % at 20 µM; AID 493160, 2011;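 active means inhibition above about 35% when tested at 20 µM, limit read from the data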;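 further: plate controls were DMSO wells with enzyme for no effect and DMSO wells lacking enzyme for full effect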
#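 Material: recombinant HKDC1 hexokinase; Amount: HKDC1 at 5 µg/mL; Medium: Tris pH 8.0 buffer with MgCl2, Tween-20, BSA, BME; Schedule: 90 min reaction incubation at room temperature, dark; Technique: coupled resazurin fluorescence, excitation 525 nm, emission 613 nm.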
# NR3A LBD binder: binders of NR3A ligand-binding domain, primary screen, biophysical, differential scanning fluorimetry, uHTS | AID 1259313, 2017 | 340,000 tested, 2.5% active | Tm shift relative to glycine control, % at 25 µM | NR3A LBD differential scanning fluorimetry, Tm shift; 0% = protein alone, 100% = glycine-bound protein;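 active means melting temperature shift of at least 10% of the positive control shift, at one fixed dose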
# * marks the source's active call; other numbers are inactive results; . = not tested or not shown.
cpd	SENP8 block	ATG4B inh	SENP6 block	SENP7 inh	PfG6PD inh	HKDC1 inhibitor	MPTP inh	NR3A LBD binder	mol
1	7	10	-6	1	-10	-11	0.0	-7	CC(C)c1onc(C(=O)N(C)Cc2ccccc2)c1[N+](=O)[O-]
2	10	-13	1	5	5	-8	0.9	-1	COc1ccccc1/C=C/CN1CCC(CO)(Cc2ccccc2)CC1
3	6	-10	34	5	5	-7	1.9	0	CC(C)(CNC(=O)Cc1ccc(Cl)cc1Cl)N1CCOCC1
4	16	4	.	.	11	14	1.1	-3	COc1ccccc1C(=O)n1nc(-c2cccnc2)nc1NCc1ccccc1
5	16	2	0	0	-26	3	-1.4	1	Cc1ccc(C23CC4CC(CC(C(=O)NN)(C4)C2)C3)cc1
6	-152	0	11	-3	24	15	0.1	-9	NC(=O)c1cc(-c2ccccc2)sc1NC(=O)CN1CCCCC1
7	11	-11	-31	-6	-12	-3	0.9	-4	CCOC(=O)Cn1nc(C)c(NC(=O)c2ccc(Br)o2)c1C
8	-30	5	-11	2	-13	3	-0.2	-2	O=C(Nc1cccc2ccccc12)NC(Cc1ccccc1)C(=O)O (stereo unspecified)
9	13	-7	-20	-10	-6	-7	-1.0	-4	COc1ccc(CC(=O)NNC(=O)COc2ccc(F)cc2)cc1S(=O)(=O)N1CCOCC1
10	3	-4	-13	-7	-5	-4	-0.3	0	CCCSc1ccccc1C(=O)N1CCN(C(=O)c2ccco2)CC1
11	-58	1	-14	-6	-20	-4	1.9	0	CN(NC1OC(=O)c2ccccc21)c1ncc(C(F)(F)F)cc1Cl (stereo unspecified)
12	11	4	-7	0	-2	-9	-0.3	-2	Cn1cnnc1SCC(=O)Nc1nc(-c2ccccc2)cs1
13	-138	-14	.	.	-14	-8	6.5	-1	CCc1nnc(NC(=O)CSc2nc(-c3ccc(F)cc3)cc(-c3ccccc3)c2C#N)s1
14	20	-4	-12	1	13	-6	-1.1	-5	Cc1ccccc1NC(=O)NCCCN1CCN(C2CCCCC2)CC1
15	17	-8	80*	93*	46	-3	2.9	26*	COc1ccc(NC(=O)c2ccc3c(c2)OCO3)cc1Cl
16	9	-3	-2	9	-24	6	0.2	-4	CC(C)NC(=O)c1nn(C)c2ccccc12
17	6	27	7	10	-4	11	-0.5	1	Cc1cc(C)c(S(=O)(=O)N2CCCC(C(=O)NCCC3=CCCCC3)C2)c(C)c1 (stereo unspecified)
18	-2	5	-20	-13	8	4	1.4	5	CC(OC(=O)C1CCN(c2ccc(C(F)(F)F)cn2)CC1)C(=O)c1ccccc1 (stereo unspecified)
19	7	-4	-1	4	-12	-7	-1.5	4	COc1ccc(C(=O)NNC(=O)c2cc(C)[nH]n2)cc1
20	10	4	-5	2	-4	2	2.0	1	O=C(c1cc(F)ccc1F)C1CCCN(C(=O)c2ccc(F)cc2Cl)C1 (stereo unspecified)
21	-376	-1	34	23	9	-2	1.4	10	Cc1cccc2sc(NC(=O)c3ccc(Cl)s3)nc12
22	8	9	-15	4	-5	-18	0.3	0	Cc1ccccc1NC(=O)c1c([N+](=O)[O-])c(C(C)(C)C)nn1C
23	-434	6	8	11	20	-3	-6.3	-2	O=C(CCCCCn1c(=S)[nH]c2ccc(N3CCOCC3)cc2c1=O)NCc1cccc(Cl)c1
24	8	-8	-7	-5	0	1	4.0	3	COc1ccc(N2C(=O)CC(c3cc(OC)c(OC)c(OC)c3)CC2=O)cc1
25	16	-9	10	-4	6	-6	0.5	2	COC(=O)Cn1cnc2scc(-c3ccc(C)cc3)c2c1=O
26	10	3	0	-12	-10	0	0.0	-1	O=C(Cc1ccc(S(=O)(=O)N2CCCCC2)cc1)NCc1ccc(Cl)cc1
27	-109	30	3	3	17	6	38	-8	CC(C)(C)c1ccc(C(=O)CCCSC2=C(C#N)C(c3ccco3)C3=C(CCCC3=O)N2)cc1 (stereo unspecified)
28	15	1	1	2	-17	-4	-2.0	0	Cc1c(/C=N/NC(=O)c2ccc3c(c2)OCO3)cnn1C
29	14	-15	-7	2	-7	-5	0.1	-1	COc1ccccc1CNC(=O)C1CCN(S(=O)(=O)c2c(C)noc2C)CC1
30	-2	-8	-22	-7	-2	-1	-2.0	-2	O=C(N/N=C/c1cccnc1)C1CC1(c1ccccc1)c1ccccc1 (stereo unspecified)

# Of the compounds above, seven contain a Cl atom:
cpd	SENP8 block	ATG4B inh	SENP6 block	SENP7 inh	PfG6PD inh	HKDC1 inhibitor	MPTP inh	NR3A LBD binder	mol
3	6	-10	34	5	5	-7	1.9	0	CC(C)(CNC(=O)Cc1ccc(Cl)cc1Cl)N1CCOCC1
11	-58	1	-14	-6	-20	-4	1.9	0	CN(NC1OC(=O)c2ccccc21)c1ncc(C(F)(F)F)cc1Cl (stereo unspecified)
15	17	-8	80*	93*	46	-3	2.9	26*	COc1ccc(NC(=O)c2ccc3c(c2)OCO3)cc1Cl
20	10	4	-5	2	-4	2	2.0	1	O=C(c1cc(F)ccc1F)C1CCCN(C(=O)c2ccc(F)cc2Cl)C1 (stereo unspecified)
21	-376	-1	34	23	9	-2	1.4	10	Cc1cccc2sc(NC(=O)c3ccc(Cl)s3)nc12
23	-434	6	8	11	20	-3	-6.3	-2	O=C(CCCCCn1c(=S)[nH]c2ccc(N3CCOCC3)cc2c1=O)NCc1cccc(Cl)c1
26	10	3	0	-12	-10	0	0.0	-1	O=C(Cc1ccc(S(=O)(=O)N2CCCCC2)cc1)NCc1ccc(Cl)cc1
